# Fluorescein fluor: compound fluoresces in the fluorescein spectral region; Compound autofluorescence, 480/540 nm, fluorescein-equivalent; active compounds read high; max fluorescein-equivalent concentration, M; actives 0.91% (n = 59,000); in the data active means max fluorescein-equivalent concentration above about 10 nM; inconclusive means between about 1.1 nM and that limit
#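 Values reflect compound autofluorescence, normalized to fluorescein on the same plate and reported at each tested concentration. Conditions: 100 mM Tris pH 8.0, room temperature, 15 min, excitation 480 nm, emission 540 nm.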
# FLuc inh: blocks Photinus pyralis firefly luciferase activity; Potency, µM (series often up to 57.1 µM), without a hit: at the highest dose activity change, negative = inhibition, usual class: inhibitors; purified firefly luciferase, luminescence, 8 min; AID 411; P08659; actives 2.2% (n = 72,000); further: potency means the concentration at half of the fitted maximal effect; on the % scale 0 is the no-effect control and ±100 the full control effect; nearly all actives have a fitted effect of over 40% in size
#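 Compounds were tested as concentration series (qHTS) against purified P. pyralis luciferase with luciferin and 10 uM ATP in 50 mM imidazole pH 7.2, 50 mM KCl, 7 mM MgCl2, 0.01% Tween 20, 0.05% BSA. Luminescence was read after 8 min at ambient temperature.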
# Caspase-7 inhib: blocks human caspase-7 allosterically or competitively. P55210. recombinant caspase-7, Ac-DEVD-AFC fluorescence rate. Potency, µM (highest dose often 57.5 µM), without a hit: at the highest dose activity change, negative = inhibition, actives largely listed as inhibitors. actives 0.02% (n = 75,000). AID 889; active means well fitted inhibition curve with a large enough effect in the main read-out, with a control signal flat, not every such curve was filed as active; inconclusive means small, poorly fitted or top-dose-only effect, or a change in a side signal; further: potency means the concentration at half of the fitted maximal effect; % of control where 0% means no effect
# ERK AVP inh: vasopressin-driven ERK pathway inhibition; AID 995; Potency, µM (top dose mostly 57.5 µM), without a hit: top-dose activity, negative = inhibition, most hits filed as inhibitors; actives 0.99% (n = 72,000); HEK293-V1b, vasopressin-stimulated pERK AlphaScreen; further: potency means the concentration at half of the fitted maximal effect; on the % scale 0 is the no-effect control and ±100 the full control effect; nearly all actives have a fitted effect of over 55% in size
#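 HEK293 cells stably expressing V1b receptor, seeded overnight in 1% FBS, were treated with compounds for 30 min at 37C, then stimulated 5 min with 25 nM vasopressin; phospho-ERK read by AlphaScreen SureFire after lysis.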
# Rhodamine fluor: compound fluoresces in the rhodamine spectral region | actives 0.05% (n = 59,000) | max dye-equivalent concentration, M | Rhodamine-region fluorescence, 547/598 nm, Tris buffer; active compounds read high; in the data active means max dye-equivalent concentration above about 11 nM; inconclusive means between about 1.1 nM and that limit
#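 Compounds in 100 mM Tris buffer, pH 8.0, were incubated 15 min at room temperature, then read at 547 nm excitation and 598 nm emission. Fluorescence was normalized against a per-plate six-point rhodamine standard curve as dye-equivalent concentration.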
# 4-MU autofl: 4-MU region autofluorescence | actives 11% (n = 59,000) | AID 589 | max dye-equivalent concentration, M | compound autofluorescence, 340/450 nm, 4-MU equivalents; active compounds read high; in the data active means max dye-equivalent concentration above about 10 nM; inconclusive means mostly about 1.1 nM to 9.6 nM
#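 Compounds in 100 mM Tris, pH 8.0, sat 15 min at room temperature before fluorescence was read at 340 nm excitation/450 nm emission; a per-plate six-point 4-MU standard curve converted signals to dye-equivalent concentration at each compound concentration.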
# Tau filament bind: binders of human tau filaments. P10636. recombinant tau filaments, thioflavin S fluorescence, 15 h; filaments grown with octadecylsulfate alongside compound. Potency, µM (titrated, usually from 57.1 µM), for inactives: at the highest dose activity change, negative = inhibition. actives 2% (n = 71,000);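 further: potency means the concentration at half of the fitted maximal effect; on the % scale 0 is the no-effect control and ±100 the full control effect; actives lower thioflavin S fluorescence by blocking filaments or displacing dye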
#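 Quantitative HTS: thioflavine S signal from ODS-induced tau filaments, excited at 450 nm, emission 510 nm. Conditions: 1 uM tau, 30 uM ODS, 15 h at 37 C, pH 7.4.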
# TexasRed autofl: compound fluoresces in the Texas Red spectral region | max dye-equivalent concentration, M | actives 0.06% (n = 59,000) | Compound fluorescence, Texas Red channel, 547/618 nm; active compounds read high | AID 587; in the data active means max dye-equivalent concentration above about 10 nM; inconclusive means between about 1.1 nM and that limit
#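 Dye-equivalent concentrations come from scaling compound signal (ex 547, em 618 nm) to six Texas Red standard concentrations run on every plate, after 15 min room-temperature incubation in pH 8.0 Tris (100 mM).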
# A350 fluor: compound fluoresces in the Alexa 350 spectral region; AID 590; max dye-equivalent concentration, M; Compound autofluorescence, 340/450 nm, Alexa 350 dye-equivalents; active compounds read high; actives 11% (n = 59,000); in the data active means max dye-equivalent concentration above about 10 nM; inconclusive means mostly about 1.1 nM to 9.6 nM
# Casp1 inh: caspase-1 (human) inhibition, allosteric or competitive. Potency, µM (series often up to 57.5 µM), for inactives: at the highest dose activity change, negative = inhibition, most hits filed as inhibitors. actives 0.03% (n = 75,000). Caspase-1 enzyme, Ac-WEHD-AFC fluorogenic rate. P29466;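 further: potency means the concentration at half of the fitted maximal effect; plate controls were vehicle for no effect and no substrate for full effect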
# HEK293 cAMP cs: counter-screen for TSHR agonists: cAMP increase in parental HEK293; parental HEK293 CNG cAMP sensor, membrane potential fluorescence; Potency, µM (series often up to 57.1 µM), for inactives: top-dose activation, most hits filed as activators; actives 2.5% (n = 73,000); AID 938; further: potency means the concentration at half of the fitted maximal effect; % of control where 0% means no effect; nearly all actives have a fitted effect of over 55% in size
#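 Counterscreen for endogenous-receptor signalling: CNG-channel HEK 293 cells report cAMP rise by membrane depolarization. After 60 min dye equilibration with 100 uM RO 20-1724, compounds incubated 30 min before bottom-read fluorescence at 590 nm.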
# Starred values were filed as active, the others as inactive; i = inactive; u = inconclusive; x = not tested or not shown; [ ] = remark or other dose. Unless noted, the call rests on the fitted dose curve; in most records, active means well fitted curve in the direction sought with a large enough effect; inconclusive means small, poorly fitted or top-dose-only effect, or another doubt; inactive means no such curve, though single readings can be large; an effect the other way counts as inactive or inconclusive. These rows are one share of the data. The share of hits here may be higher or lower than overall.
# Preview, three compounds:
SMILES,Fluorescein fluor,FLuc inh,Caspase-7 inhib,ERK AVP inh,Rhodamine fluor,4-MU autofl,Tau filament bind,TexasRed autofl,A350 fluor,Casp1 inh,HEK293 cAMP cs
COc1cc(C2NC(=O)NC(C)=C2C(=O)OC(C)(C)C)ccc1OCC(=O)O (stereo not given),i,-0.4%,-3.8%,-2.5%,i,i,3.9%,i,i,-2.6%,2.5%
CCn1nnc(NC(=O)c2cc3ccccc3o2)n1,u,-8.0%,-0.3%,-6.5%,i,i,-0.1%,i,i,-1.5%,1.2%
COc1ccccc1OCCn1c(C(C)O)nc2ccccc21 (stereo not given),i,1.0%,1.0%,-19.7%,i,i,-7.0%,i,i,1.6%,18.4%

# All compounds of this part, repeating the preview:
SMILES,Fluorescein fluor,FLuc inh,Caspase-7 inhib,ERK AVP inh,Rhodamine fluor,4-MU autofl,Tau filament bind,TexasRed autofl,A350 fluor,Casp1 inh,HEK293 cAMP cs
COc1cc(C2NC(=O)NC(C)=C2C(=O)OC(C)(C)C)ccc1OCC(=O)O (stereo not given),i,-0.4%,-3.8%,-2.5%,i,i,3.9%,i,i,-2.6%,2.5%
CCn1nnc(NC(=O)c2cc3ccccc3o2)n1,u,-8.0%,-0.3%,-6.5%,i,i,-0.1%,i,i,-1.5%,1.2%
COc1ccccc1OCCn1c(C(C)O)nc2ccccc21 (stereo not given),i,1.0%,1.0%,-19.7%,i,i,-7.0%,i,i,1.6%,18.4%
Clc1ccc(CSc2nnc(-c3ccncc3)o2)cc1,i,0.6%,0.3%,31.9%[activator],i,i,-30.0%,u,i,-1.9%,26.4%
Cc1cc(C)n(CC(=O)n2c3ccccc3c3ccccc32)n1,x,-0.9%,0.2%,12.0%,x,x,152.7%,x,x,-2.4%,-5.1%
CCCCNC(=O)c1ccc(CS(=O)(=O)c2ccc(OC)cc2)o1,x,-0.5%,0.3%,-2.7%,x,x,-6.9%,x,x,-0.6%,0.4%[11.4 µM]
COC(=O)c1cc(=O)n(C2CC2)c(=NC2CC2)s1,i,2.4%,1.1%,-15.5%,i,i,-1.6%,i,i,-0.5%,15.5%
CCOc1ccc(-c2nnc3sc(-c4ccccc4OC)nn23)cc1,i,0.6%[25.5 µM],x,x,i,i,x,i,i,x,x
CCCCSc1nnc([C@@H]2CCCN2C(=O)OC(C)(C)C)o1,i,2.9%,-0.6%,23.2%,i,i,-19.4%,i,u,-2.3%,7.7%
COC(=O)[C@@]1(Cc2ccc(OC)cc2)[C@H]2c3cc(C(=O)N4CCCC4)n(Cc4ccc(OC(F)(F)F)cc4)c3C[C@H]2CN1C(=O)c1ccccc1,x,x,-3.8%,3.1%,x,x,-0.5%,x,x,-2.8%,2.51µM*
O=C(CCc1nc2ccccc2[nH]1)Nc1ccccc1,i,-2.0%,-0.7%,0.6%,i,i,-6.4%,i,i,1.2%,16.7%
O=C1c2ccccc2NC2CCCCC12 (stereo not given),i,0.9%,-7.1%,-42.2%,i,i,-4.9%,u,i,-3.0%,5.01µM*
O=C(Cn1c(-c2ccccc2)noc1=O)Nc1ccc(N2CCCCCC2)cc1,u,-6.1%,-1.7%,-22.2%,i,i,12.6µM*,u,i,-1.4%,-34.4%[inhibitor]
Cc1cc(NC(=O)c2cccc(S(=O)(=O)N3CCOCC3)c2)c2ccccc2n1,i,-9.8%,-1.2%,3.2%,i,i,-9.6%,u,i,-0.3%,-11.9%
COc1ccc2cc(CCNC(=O)c3ccc(Br)o3)c(=O)[nH]c2c1,x,-3.4%,-2.2%,x,x,x,29.6%,x,x,-0.6%,u
Cc1csc(SCCn2c(N3CCCC3)nc3c2c(=O)[nH]c(=O)n3C)n1,i,0.6%,1.1%,-15.9%,i,i,0.8%,i,u,-1.3%,-1.4%
CC(C)(C)n1nc(C2CC2)cc1NC(=O)Nc1ccc(Cl)cc1,i,1.8%[11.4 µM],-0.4%[11.5 µM],-15.0%[11.5 µM],i,i,12.9%[11.4 µM],u,i,0.4%[11.5 µM],7.7%[11.4 µM]
Cc1nc2nc(-c3ccccc3)nn2c(C)c1Cl,u,-0.2%,0.7%,-1.2%,i,i,2.6%,u,i,-2.0%,3.1%
Cc1cc(S(=O)(=O)NCC(C)C)ccc1OCC(=O)N1CCOCC1,i,1.1%,-0.4%,-2.3%,i,i,-6.6%,i,i,-0.6%,11.4%
C[C@@H]1O[C@H](O[C@@H]2[C@@H](Oc3cc(O)c4c(c3)O[C@H](c3ccc(O)cc3)CC4=O)O[C@@H](CO)[C@@H](O)[C@H]2O)[C@@H](O)[C@H](O)[C@@H]1O,u,1.9%[25.5 µM],2.8%[25.7 µM],9.4%[25.7 µM],i,i,0.9%[25.6 µM],i,i,-2.5%[25.7 µM],0.4%[25.6 µM]
CCc1cc2c(=O)c(-c3ccc4c(c3)OCCO4)coc2cc1OC(=O)c1ccco1,i,-17.9%,-2.3%,-9.4%,i,i,18.1%,i,i,-1.1%,u
O=C(NCc1ccccc1)c1ccc(OC2CSC2)cc1,i,-6.0%,1.2%,-8.8%,i,i,119.5%,i,i,2.0%,18.4%
COc1ccc(-c2nc(CS(=O)CC(=O)N3CCCC3)c(C)o2)cc1 (stereo not given),x,-0.9%,-1.0%,-5.1%,x,x,1.6%,x,x,-0.9%,1.7%
CCOC(=O)CSC1=Nc2ccccc2C2=NC(CC(=O)NCc3ccccc3)C(=O)N12 (stereo not given),i,2.2%,0.1%,5.8%,i,3.58e-07M*,-2.4%,i,2.88e-07M*,-0.7%,-1.1%
O=C(Nc1ccc(NC(=O)C2CC2)cn1)c1ccccc1Cl,u,-19.2%,-1.8%,2.5%,i,i,-0.2%,i,i,0.3%,u
COc1cccc(NC(=O)Cn2nnc(-c3ccccc3N)n2)c1,i,2.9%,3.5%,21.5%,i,i,-6.3%,i,i,-0.2%,3.7%
CCCS(=O)(=O)c1nc(S(=O)(=O)c2ccc(C)cc2)c(NCCCN2CCOCC2)s1,x,0.9%,-0.2%,u,x,x,21.6%,x,x,-0.8%,22.0%
CCOc1ccccc1-n1c(SCC(=O)NC(C)CC)nnc1-c1ccoc1C (stereo not given),u,2.1%,2.6%,2.4%,i,i,10.2%,u,i,3.5%,0.4%
COc1ccc(-c2nnc(SCC(=O)Nc3cccc(Cl)c3)o2)cc1,i,0.1%,1.1%,-16.6%,i,i,133.8%,i,i,1.5%,0.8%
N#CC1C(=O)NC(N2CCN(c3ccccc3)CC2)=NC12CCCCC2 (stereo not given),u,1.3%,2.4%,-12.8%,i,i,3.8%,u,i,0.2%,0.7%
CN(CC(=O)Nc1nccs1)S(=O)(=O)c1ccc(F)cc1,u,1.0%,0.3%,6.1%,i,u,-3.3%,i,u,0.7%,6.4%
Cc1ccc(OCc2nc(C#N)c(N3CCCC3)o2)cc1,i,0.8%,-1.4%,8.4%,i,i,15.5%,i,i,-1.0%,20µM*
Cc1cc(C)cc(NS(=O)(=O)c2ccc3[nH]cc(C(=O)NCc4ccco4)c(=O)c3c2)c1,u,-0.2%,-7.7%,9.5%,i,i,153.1%,i,u,-8.8%,-10.0%
C=CCSc1nnc2nc3c(nn12)c1cc(C)ccc1n3CC=C,x,2.4%,-1.6%,u,x,x,6.31µM*,x,x,-2.5%,-28.1%
COc1cccc(NC(=O)Cn2c(-c3cncs3)nc3ccccc32)c1,u,0.5%,-0.1%,2.2%,i,i,12.4%,i,i,-1.0%,17.0%
Cc1cc(Cl)nc(NC(=O)CSc2ccc(Cl)cc2)n1,i,5.0%[11.4 µM],4.8%[11.5 µM],-4.9%[11.5 µM],i,i,8.0%[11.4 µM],i,i,u,27.5%[11.4 µM]
COc1ccc(NC(=O)CCc2nc(-c3ccccc3F)no2)cc1,i,1.2%,-0.2%,-1.8%,i,i,-2.0%,i,u,-2.0%,9.2%
Cc1ccc(Nc2nc(CSc3nnnn3C)cs2)cc1,i,12.6µM*,-0.8%,16.2%,i,i,15.8µM*,u,i,1.2%,4.2%
COC(=O)c1[nH]c2cc(C)ccc2c1NC(=O)CN1CCc2cc(OC)c(OC)cc2C1,i,0.1%,0.7%,u,i,i,10.5%,u,i,-6.4%,3.8%
CCCCC1CCC(C(=O)Nc2c(C)n(C)n(-c3ccccc3)c2=O)CC1 (stereo not given),u,0.1%,1.4%,16.4%,i,i,-5.0%,i,i,2.6%,9.4%
O=C(c1cnsn1)N1CCN(c2ccccc2)CC1,u,2.4%,1.4%,-9.0%,i,i,-7.3%,i,i,1.3%,6.3%
Cc1ccc(C2C(C#N)=C(N)SC(N)=C2C#N)cc1,2.32e-08M*,-1.9%,-4.6%,-1.3%,i,u,275.3%,i,u,-4.0%,10.3%
COc1ccc(C(=O)N2CCC3(CCCN(C(=O)Nc4cccc(C#N)c4)C3)CC2)cc1,u,-2.8%[11.4 µM],-2.0%,-18.8%,i,i,10.0%,i,i,-1.9%,11.1%
O=C(/C=N/O)Nc1ccccc1C(=O)O,x,1.0%,0.9%,-23.1%,x,x,12.3%,x,x,-0.1%,1.4%
CC(C)Oc1ccc(C(=O)N(CN2CCCC2=O)c2ccc(F)cc2)cc1,u,2.2%,0.9%,8.5%,i,i,-14.6%,i,i,-0.5%,10.0%

# Screening results (PubChem BioAssay)
